Assay outcomes deposited in PubChem by Sanford-Burnham Center for Chemical Genomics.
Apaf1 inhib = inhibitors of human Apaf-1 apoptosome, primary screen, biochemical, DEVD-Rh110 fluorescence, uHTS; AID 489030, 2010; inhibition, % at 20 µM; reconstituted apoptosome caspase-3 activity; 330,000 tested, 0.71% active; active means inhibition of at least 40% at 20 µM;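 further: plate controls were DMSO wells for no effect and DEVD-CHO caspase inhibitor wells for full effect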
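Material: reconstituted apoptosome with Apaf-1, cytochrome c, caspase-9, procaspase-3, dATP; medium: pH 7.5 Hepes buffer with CHAPS, BSA, DTT; also added: cytochrome c and DEVD-Rh110 substrate; timing: 30 min plus 50 min, RT; signal: Rh110 fluorescence intensity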
SENP1 FRET inh = human SENP1 catalytic domain inhibitors, primary screen, biochemical, FRET, uHTS | recombinant SENP1 catalytic domain, CyPet-SUMO1-YPet FRET cleavage | inhibition, % at 10 µM | 360,000 tested, 0.21% active | AID 624204, 2012;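 active means inhibition at least 30% at 10 µM, raw YFP signal under a set limit, fluorescence ratio 0.5 to 1.5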;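 further: 0% = enzyme with DMSO and 100% = no enzyme wells; some results filed as inactive read as strong as hits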
Target sequence (Q9P0U3 419-644 limits assumed): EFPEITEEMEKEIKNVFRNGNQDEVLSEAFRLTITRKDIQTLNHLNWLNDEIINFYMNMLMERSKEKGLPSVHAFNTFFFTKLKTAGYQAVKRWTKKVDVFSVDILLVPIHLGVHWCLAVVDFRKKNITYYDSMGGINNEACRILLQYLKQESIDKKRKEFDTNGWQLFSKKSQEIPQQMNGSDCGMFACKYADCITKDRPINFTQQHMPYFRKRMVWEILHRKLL
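Test system: hSENP1 catalytic domain, recombinant; Amount: 20 pM final SENP1 enzyme; Medium: Tris pH 8 buffer plus EDTA, NaCl, BME, BSA, NP40, catalase; Schedule: 50 min enzyme reaction, room temperature, light-protected; Technique: FRET fluorescence in CFP and YFP emission channels; Controls: no-enzyme wells low, DMSO-plus-enzyme wells high control.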
SENP6 block = SENP6 protease inhibitors, primary screen, biochemical, luminescence, uHTS. Recombinant SENP6 catalytic domain, aminoluciferin luminescence. 330,000 tested, 1.8% active. inhibition, % at 10 µM. AID 2599, 2010;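 active means inhibition above about 50% at the single tested dose, limit read from the data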;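 further: plate controls were DMSO wells with enzyme for no effect and DMSO wells lacking enzyme for full effect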
Target sequence (Q9GZR1 628-1112 limits assumed): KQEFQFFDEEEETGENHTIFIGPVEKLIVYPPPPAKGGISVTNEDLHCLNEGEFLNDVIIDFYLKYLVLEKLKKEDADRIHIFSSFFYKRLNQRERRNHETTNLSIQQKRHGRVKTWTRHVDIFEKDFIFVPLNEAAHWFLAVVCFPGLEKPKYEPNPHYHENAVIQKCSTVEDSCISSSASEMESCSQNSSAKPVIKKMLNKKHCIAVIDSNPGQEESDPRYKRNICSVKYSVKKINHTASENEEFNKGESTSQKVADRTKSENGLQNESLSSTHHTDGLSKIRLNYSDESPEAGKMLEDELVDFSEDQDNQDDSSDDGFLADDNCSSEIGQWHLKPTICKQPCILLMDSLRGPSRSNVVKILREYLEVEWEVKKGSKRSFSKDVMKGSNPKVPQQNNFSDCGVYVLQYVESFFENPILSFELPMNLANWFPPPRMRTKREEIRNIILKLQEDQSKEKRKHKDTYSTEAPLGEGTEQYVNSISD
SENP8 block-1 = SENP8 protease inhibitors, primary screen, biochemical, luminescence; Sentrin-specific protease 8 (Homo sapiens), Q96LD8; purified SENP8, Z-RLRGG-aminoluciferin cleavage; inhibition, % at 10 µM; 330,000 tested, 1.2% active; AID 2540, 2010; in the data active means inhibition above about 50%
Target sequence (Q96LD8 whole entry, looked up): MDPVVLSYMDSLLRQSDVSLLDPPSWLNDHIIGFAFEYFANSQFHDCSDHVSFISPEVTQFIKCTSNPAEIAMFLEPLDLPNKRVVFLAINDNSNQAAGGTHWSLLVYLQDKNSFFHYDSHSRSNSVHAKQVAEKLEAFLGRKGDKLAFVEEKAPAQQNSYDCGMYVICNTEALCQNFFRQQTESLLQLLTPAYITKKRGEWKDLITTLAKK
SENP7 block = SENP7 protease inhibitors, primary screen, biochemical, luminescence, uHTS; Sentrin-specific protease 7 (Homo sapiens), Q9BQF6; recombinant SENP7, Z-RLRGG-aminoluciferin luminescence, 40 min; inhibition, % at 5 µM; 330,000 tested, 1.5% active; AID 434973, 2010;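 active means inhibition above about 50% at the single test dose, limit read from the data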;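 further: plate controls were DMSO with enzyme for no effect and no enzyme buffer wells for full effect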
PfG6PD inh = PfG6PD enzyme inhibitors, primary screen, biochemical, fluorescence intensity, uHTS; PfGluPho enzyme, NADPH resazurin-diaphorase fluorescence; AID 504690, 2011; 350,000 tested, 0.78% active; glucose-6-phosphate dehydrogenase-6-phosphogluconolactonase (Plasmodium falciparum 3D7); inhibition, % at 20 µM;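 active means inhibition reaching at least a set limit at 20 µM in the primary screen, cut at about 59% in these data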;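 further: 0% = DMSO wells with substrate and 100% = DMSO wells lacking glucose-6-phosphate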
HKDC1 inh = HKDC1 hexokinase inhibitors, primary screen, biochemical, fluorescence, uHTS; Q2TB90; recombinant HKDC1, G6PDH/diaphorase resazurin coupled fluorescence; inhibition, % at 20 µM; 340,000 tested, 0.16% active; AID 493160, 2011;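 active means inhibition above about 35% when tested at 20 µM, limit read from the data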;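 further: plate controls were DMSO wells with enzyme for no effect and DMSO wells lacking enzyme for full effect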
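test system = in-house recombinant HK5 (HKDC1) enzyme | amount = HKDC1 at 5 µg/mL | control set = DMSO-enzyme wells negative, buffer-substituted wells positive | compound = one dose of 20 µM, 1% DMSO | schedule = reaction time 90 min, room temperature, protected from light | technique = resorufin fluorescence at 613 nm | reagent = glucose with 1 mM ATP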
SENP8 block-2 = human SENP8 protease inhibitors, primary screen, biochemical, fluorescence, Nedd8 protein substrate, uHTS; Sentrin-specific protease 8 (Homo sapiens), Q96LD8; recombinant SENP8; inhibition, % at 20 µM; 360,000 tested, 0.64% active; AID 602440, 2012; in the data active means inhibition mostly above about 40%, no sharp cut-off; inactive means mostly below about 27%
Numbers without * were called inactive.

For O=C1/C(=C\c2cccc([N+](=O)[O-])c2O)SC(=S)N1Cc1ccccc1 the results were SENP1 FRET inh 6, PfG6PD inh -4, HKDC1 inh 19 and SENP8 block-2 25.
For O=C1COC(c2ccccc2)C2CCCCN12 (stereo unspecified) the results were Apaf1 inhib -18, SENP1 FRET inh 5, SENP6 block -7, SENP8 block-1 -4, SENP7 block 2, PfG6PD inh -9, HKDC1 inh -7 and SENP8 block-2 10.
For Cc1cccc(C)c1OC(=O)CCN1C(=O)C2C3C=CC(C4CC34)C2C1=O (stereo unspecified) the results were Apaf1 inhib 6, SENP1 FRET inh -1, SENP6 block -16, SENP8 block-1 -9, SENP7 block -2, PfG6PD inh 6, HKDC1 inh -7 and SENP8 block-2 7.
`Fc1ccc(-c2cc(C(F)(F)F)nc(-n3cncn3)n2)cc1` gave Apaf1 inhib -19, SENP1 FRET inh 2, SENP6 block 17, SENP8 block-1 5, SENP7 block -3, PfG6PD inh 1, HKDC1 inh -2 and SENP8 block-2 12.
Screening Cc1ccc(C(c2nnnn2CCc2ccccc2)N2CCC(C)CC2)cc1 (stereo unspecified) returned Apaf1 inhib 12, SENP1 FRET inh 1, SENP6 block -16, SENP8 block-1 -2, SENP7 block 4, PfG6PD inh -1, HKDC1 inh 6 and SENP8 block-2 9.
`CC(C)(C)OC(=O)C(Cc1ccc(OC(C)(C)C)cc1)NC(=O)CNC(=O)OCc1ccccc1` (stereo unspecified) gave Apaf1 inhib 30, SENP1 FRET inh 2, SENP6 block -14, SENP8 block-1 -5, SENP7 block 3, PfG6PD inh 20, HKDC1 inh -4 and SENP8 block-2 9.
For CC(=O)Nc1ccc(N(CC(=O)NC2CCCC2)C(=O)CCC(=O)Nc2cc(C)on2)cc1 the results were Apaf1 inhib -2, SENP1 FRET inh 3, SENP6 block -36, SENP8 block-1 0, SENP7 block -2, PfG6PD inh -1, HKDC1 inh 5 and SENP8 block-2 10.
Screening CCCc1nc2ccccc2c(C(=O)OCc2nnc(-c3cc(OC)c(OC)c(OC)c3)o2)c1CC returned Apaf1 inhib 25, SENP1 FRET inh -8, SENP6 block 6, SENP8 block-1 0, SENP7 block -4, PfG6PD inh 9, HKDC1 inh 4 and SENP8 block-2 -142.
Screening CCOc1ccc(Cc2nnc(SCC(N)=O)n2C)cc1 returned Apaf1 inhib -4, SENP1 FRET inh 0, SENP6 block 0, SENP8 block-1 3, SENP7 block 3, PfG6PD inh 7, HKDC1 inh -10 and SENP8 block-2 2.
`COc1ccc(CCN2CC(C(=O)NCc3nc(C)c(C)s3)CCC2=O)cc1` (stereo unspecified) gave Apaf1 inhib 0, SENP1 FRET inh 1, SENP6 block -2, SENP8 block-1 -7, SENP7 block -7, PfG6PD inh -8, HKDC1 inh -6 and SENP8 block-2 -1.
COc1ccc(OC)c(C(=O)NC(CC(N)=O)c2ccc(N3CCN(c4ccc(F)cc4)CC3)c([N+](=O)[O-])c2)c1 (stereo unspecified) was read as Apaf1 inhib 11, SENP1 FRET inh 1, SENP6 block -24, SENP8 block-1 1, SENP7 block -3, PfG6PD inh -8, HKDC1 inh 1 and SENP8 block-2 -1.
For Cc1c(OCC(=O)NC2CCN(Cc3ccccc3)CC2)ccc2c3c(c(=O)oc12)CCC3 the results were Apaf1 inhib 15, SENP1 FRET inh -2, SENP6 block 9, SENP8 block-1 2, SENP7 block -7, PfG6PD inh -2, HKDC1 inh 8 and SENP8 block-2 -111.
COc1ccccc1CNC(=O)CN1C(=O)C(C)N(c2ccc(C)cc2)C1=O (stereo unspecified) was read as Apaf1 inhib 3, SENP1 FRET inh -1, SENP6 block -16, SENP8 block-1 -1, SENP7 block -3, PfG6PD inh -13, HKDC1 inh 3 and SENP8 block-2 8.
Screening Brc1cccc(CN2CCCCCCC2)c1 returned Apaf1 inhib -11, SENP1 FRET inh 1, SENP6 block -31, SENP8 block-1 8, SENP7 block -5, PfG6PD inh -1, HKDC1 inh -9 and SENP8 block-2 4.
Screening COCCNc1nc(NCc2ccccc2)c2cnn(C)c2n1 returned Apaf1 inhib -5, SENP1 FRET inh 0, SENP6 block -2, SENP8 block-1 -2, SENP7 block 2, PfG6PD inh 15, HKDC1 inh -4 and SENP8 block-2 -9.
For CCc1nnc(NC(=O)Cn2ccc(C(F)(F)F)n2)s1 the results were Apaf1 inhib 4, SENP1 FRET inh 1, SENP6 block 2, SENP8 block-1 6, SENP7 block 1, PfG6PD inh -11, HKDC1 inh 4 and SENP8 block-2 15.
CCC(C)(C)C(=O)Nc1ccc(C(N)=O)cc1 was read as Apaf1 inhib -8, SENP1 FRET inh -1, SENP6 block -15, SENP8 block-1 9, SENP7 block -2, PfG6PD inh -6, HKDC1 inh -2 and SENP8 block-2 17.
Screening CCC(NC(=O)Nc1nccs1)(C(F)(F)F)C(F)(F)F returned Apaf1 inhib -12, SENP1 FRET inh -2, SENP6 block 11, SENP8 block-1 5, SENP7 block 0, PfG6PD inh 6, HKDC1 inh 4 and SENP8 block-2 21.
Screening NC(=O)COC(=O)c1cc(S(=O)(=O)N2CCN(c3ccccc3)CC2)ccc1Cl returned Apaf1 inhib 9, SENP1 FRET inh 0, SENP6 block -2, SENP8 block-1 -2, SENP7 block 0, PfG6PD inh 8, HKDC1 inh -9 and SENP8 block-2 15.
`CCCn1nc(C(=O)N2CCc3ccccc3C2)c2ccccc2c1=O` gave Apaf1 inhib -2, SENP1 FRET inh 2, SENP6 block -8, SENP8 block-1 1, SENP7 block 1, PfG6PD inh -8, HKDC1 inh -7 and SENP8 block-2 29.

Overlap with the part before: 2 compounds, followed by the next part.
Screening NC(=O)COC(=O)c1cc(S(=O)(=O)N2CCN(c3ccccc3)CC2)ccc1Cl returned Apaf1 inhib 9, SENP1 FRET inh 0, SENP6 block -2, SENP8 block-1 -2, SENP7 block 0, PfG6PD inh 8, HKDC1 inh -9 and SENP8 block-2 15.
`CCCn1nc(C(=O)N2CCc3ccccc3C2)c2ccccc2c1=O` gave Apaf1 inhib -2, SENP1 FRET inh 2, SENP6 block -8, SENP8 block-1 1, SENP7 block 1, PfG6PD inh -8, HKDC1 inh -7 and SENP8 block-2 29.
`CCCCn1c(=O)c(CCC(=O)OCC(=O)NCc2ccc(OC)c(OC)c2)nc2ccccc21` gave Apaf1 inhib -5, SENP1 FRET inh -1, SENP6 block -20, SENP8 block-1 7, SENP7 block -2, PfG6PD inh 8, HKDC1 inh -1 and SENP8 block-2 -39.
For Cc1ccccc1C(O)c1cccnc1 (stereo unspecified) the results were Apaf1 inhib 1, SENP1 FRET inh 0, SENP6 block -8, SENP8 block-1 -5, SENP7 block -5, PfG6PD inh -4, HKDC1 inh -8 and SENP8 block-2 1.
`CCN1CCN(C(=O)c2nn(-c3ccccc3)c(=O)c3ccccc23)CC1` gave Apaf1 inhib 2, SENP1 FRET inh 1, SENP6 block -14, SENP8 block-1 -2, SENP7 block -9, PfG6PD inh 3, HKDC1 inh -11 and SENP8 block-2 5.
For O=C(O)/C=C/c1ccc2c(c1)OCCO2 the results were Apaf1 inhib -23, SENP1 FRET inh 0, SENP6 block 36, SENP8 block-1 1, SENP7 block 2, PfG6PD inh 2, HKDC1 inh -7 and SENP8 block-2 16.
Fc1ccc(CN(Cc2ccccc2)C(c2cccs2)c2nnnn2C2CCCCC2)cc1 (stereo unspecified) was read as Apaf1 inhib 9, SENP1 FRET inh -3, SENP6 block 2, SENP8 block-1 3, SENP7 block 1, PfG6PD inh 8, HKDC1 inh 3 and SENP8 block-2 7.
Screening CCc1ccc(-c2nc(-c3ccncc3)no2)cc1 returned Apaf1 inhib 4, SENP1 FRET inh -1, SENP6 block 87*, SENP8 block-1 80*, SENP7 block 90*, PfG6PD inh -7, HKDC1 inh -3 and SENP8 block-2 26.
For C[C@@]12CC(=O)NC1N(C(=O)c1ccccc1)C(c1ccccc1OC(=O)c1ccccc1)C2 (stereo partly specified) the results were Apaf1 inhib 7, SENP1 FRET inh 2, SENP6 block -11, SENP8 block-1 -1, SENP7 block 1, PfG6PD inh -18, HKDC1 inh -2 and SENP8 block-2 6.
`CCCCn1c(=O)[nH]c(=O)c2c1nc(CN(C)Cc1cccc(OC)c1OC)n2CCC` gave SENP1 FRET inh 1, PfG6PD inh -14, HKDC1 inh -1 and SENP8 block-2 5.
`Cc1cccc(Nc2ncnc(N)n2)c1` gave Apaf1 inhib 3, SENP1 FRET inh -1, SENP6 block 12, SENP8 block-1 -4, SENP7 block -5, PfG6PD inh 3, HKDC1 inh 4 and SENP8 block-2 11.
Screening CN(C)S(=O)(=O)c1ccc(C(=O)NCc2ccccn2)cc1 returned Apaf1 inhib -6, SENP1 FRET inh -3, SENP6 block 6, SENP8 block-1 2, SENP7 block 7, PfG6PD inh 14, HKDC1 inh 12 and SENP8 block-2 0.
For CCOc1cccc(C(=O)Nc2cc(C)ccc2NC(=O)c2ccco2)c1 the results were Apaf1 inhib 8, SENP1 FRET inh 2, SENP6 block -4, SENP8 block-1 -3, SENP7 block -3, PfG6PD inh 8, HKDC1 inh -2 and SENP8 block-2 5.
Screening Cc1cc(C)n2nc(C(=O)OCC(=O)NC(=O)c3ccccc3)nc2n1 returned Apaf1 inhib 1, SENP1 FRET inh 1, SENP6 block -6, SENP8 block-1 1, SENP7 block 2, PfG6PD inh 4, HKDC1 inh -6 and SENP8 block-2 9.
`COc1ccc(S(=O)(=O)N2CCCCC2)cc1NC(=O)CCOc1cc(C)ccc1C` gave Apaf1 inhib 0, SENP1 FRET inh 1, SENP6 block -8, SENP8 block-1 2, SENP7 block -2, PfG6PD inh 3, HKDC1 inh 5 and SENP8 block-2 13.
For CC(=O)c1nn(-c2cccc(Br)c2)cc1C(=O)c1ccc(Br)cc1 the results were Apaf1 inhib 7, SENP1 FRET inh 1, SENP6 block -13, SENP8 block-1 -1, SENP7 block -1, PfG6PD inh -8, HKDC1 inh -3 and SENP8 block-2 13.
For O=C(N/N=C/c1ccc(Br)s1)c1cccc([N+](=O)[O-])c1 the results were Apaf1 inhib -5, SENP1 FRET inh 2, SENP6 block -7, SENP8 block-1 -6, SENP7 block -8, PfG6PD inh -1, HKDC1 inh 5 and SENP8 block-2 3.
`O=C(NC1CCCC1)C1=COCCO1` gave Apaf1 inhib -7, SENP1 FRET inh 3, SENP6 block 5, SENP8 block-1 -1, SENP7 block 0, PfG6PD inh 2, HKDC1 inh 1 and SENP8 block-2 16.
For CNC(=O)c1ccc(-c2cc(C(F)(F)F)nn2C)s1 the results were Apaf1 inhib -16, SENP1 FRET inh 2, SENP6 block -18, SENP8 block-1 -11, SENP7 block -7, PfG6PD inh 43, HKDC1 inh 2 and SENP8 block-2 2.
